Compound activity from PubChem BioAssay.
TNF death inh – inhibitors of TNF-alpha triggered necroptosis, primary screen, cell-based, Jurkat FADD-/-, single concentration. Jurkat FADD-/- TNF necroptosis rescue, ATP luminescence, 24 h; 0 = TNF only, 100 = no-TNF cells. activation (protection from cell death), % at 10 µM. 220,000 compounds, 0.068% hits;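 active = activation, meaning protection from cell death, of at least 50% relative to plate controls; inactive = activation below 50%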;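 also: necroptosis triggered by 40 ng/mL TNF-alpha added together with compound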
zVAD death inh – inhibitors of zVAD-triggered necroptosis, primary screen, L929 cells; L929 zVAD necroptosis rescue, ATP luminescence, 24 h; with zVAD 60 µM; viability rescue, % at 10 µM; 220,000 compounds, 0.38% hits; AID 1377, 2008;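 active = activation, scaled between plate controls, above about 75%, limit read from the data; inactive = activation under that limit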;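 also: 0% = zVAD with DMSO and 100% = DMSO alone without zVAD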
FXIIa inh – human FXIIa protease inhibitors, primary screen, biochemical, 1536-well; Coagulation factor XII (Homo sapiens), P00748; purified FXIIa, Boc-QGR-AMC fluorogenic substrate, 2 h; inhibition, % at 5 µM; 220,000 compounds, 0.3% hits; AID 800, 2007; in the data active = inhibition above about 40%;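 also: 0% = enzyme with no compound and 100% = blank without enzyme; many of its hits are not listed in these tables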
Thrombin inh – human alpha-thrombin inhibitors, primary screen, counter-screen for coagulation protease inhibitor project, biochemical, 1536-well, fluorogenic AMC substrate | 220,000 compounds, 0.26% hits | Boc-VPR-AMC fluorogenic substrate cleavage | Prothrombin (Homo sapiens), P00734 | inhibition, % at 5 µM;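 active = inhibition at or above 40%; inactive = inhibition below 40%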;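 also: 0% = enzyme with no compound and 100% = wells without enzyme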
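System – human alpha-thrombin protein · Reagent – Boc-VPR-AMC substrate, 15 µM final · Compound – 5 µM single dose in 0.2% DMSO · Schedule – reaction at room temperature · Technique – AMC fluorescence at 355 nm excitation and 460 nm emission · Read-out basis – % inhibition relative to enzyme controls and enzyme-free blanks · Control set – no-compound enzyme wells and no-enzyme blanks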
Hck Nef HTS – inhibitors of Nef-activated human Hck kinase, primary screen, biochemical, Z-Lyte FRET, 384-well, Hck-YEEI; AID 463187, 2010; Tyrosine-protein kinase HCK (Homo sapiens), P08631; inhibition, % at 20 µM; 220,000 compounds, 0.68% hits; Recombinant Hck-YEEI plus Nef, Z-Lyte FRET kinase assay;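 active = Hck-Nef kinase inhibition above about 50%, limit read from the data; inactive = inhibition below that limit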;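 also: 0% = DMSO with Hck plus Nef and 100% = Hck alone without Nef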
Target sequence (P08631 whole entry, looked up): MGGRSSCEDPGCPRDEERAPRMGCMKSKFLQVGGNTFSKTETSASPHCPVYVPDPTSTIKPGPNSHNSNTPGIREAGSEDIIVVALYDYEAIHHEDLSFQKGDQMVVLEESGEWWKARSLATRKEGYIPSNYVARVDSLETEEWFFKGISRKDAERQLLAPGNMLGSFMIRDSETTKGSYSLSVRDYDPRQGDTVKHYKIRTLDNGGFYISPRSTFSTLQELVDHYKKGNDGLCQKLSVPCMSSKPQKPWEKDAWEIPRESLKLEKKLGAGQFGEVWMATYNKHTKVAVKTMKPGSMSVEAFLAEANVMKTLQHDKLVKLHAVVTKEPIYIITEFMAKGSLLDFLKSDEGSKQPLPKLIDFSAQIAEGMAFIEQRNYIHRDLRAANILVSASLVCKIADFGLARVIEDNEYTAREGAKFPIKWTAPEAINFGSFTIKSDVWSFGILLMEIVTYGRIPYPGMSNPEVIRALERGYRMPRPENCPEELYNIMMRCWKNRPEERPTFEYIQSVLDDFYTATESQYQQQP
FXIa inh 1536 – human FXIa protease inhibitors, primary screen, biochemical, 1536-well | 220,000 compounds, 0.14% hits | AID 798, 2007 | inhibition, % at 5 µM | Coagulation factor XI (Homo sapiens), P03951 | purified FXIa, Boc-Glu-Ala-Arg-AMC fluorogenic substrate;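 active = inhibition of at least 40%; inactive = inhibition below 40%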;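 also: fluorescence of freed AMC excited at 355 nm; 0% = enzyme without compound and 100% = no enzyme blank; many of its hits are not listed in these tables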
Cl transport mod – KCC2 cotransporter modulators, thallium flux, primary screen, cell-based, HEK293 KCC2, FluoZin-2 fluorescence, MLSMR. 190,000 compounds, 2.2% hits. B-score of Tl+ flux slope (higher = more flux/activation; lower = inhibition) at 10 µM. Solute carrier family 12 member 5 (Homo sapiens), Q9H2X9. KCC2 cells, thallium flux FluoZin-2 fluorescence. AID 1456, 2008;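 active = thallium flux slope and its plate-corrected score both differing from the plate sample mean at a set confidence after two filtering rounds, in either direction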;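 also: slope of fluorescence scaled to starting intensity during 10 to 20 s after thallium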
Rad51 HR inh – human RAD51 strand exchange inhibitors, primary screen, biochemical, fluorescence; DNA repair protein RAD51 homolog 1 (Homo sapiens), Q06609; hRad51 DNA strand exchange, fluorescence dequenching; inhibition, % at 10 µM; 200,000 compounds, 0.085% hits;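 active = inhibition above 40% at the single screening dose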;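 also: 0% = DMSO control wells and 100% = blanks with heterologous ssDNA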
Target sequence (Q06609 whole entry, looked up): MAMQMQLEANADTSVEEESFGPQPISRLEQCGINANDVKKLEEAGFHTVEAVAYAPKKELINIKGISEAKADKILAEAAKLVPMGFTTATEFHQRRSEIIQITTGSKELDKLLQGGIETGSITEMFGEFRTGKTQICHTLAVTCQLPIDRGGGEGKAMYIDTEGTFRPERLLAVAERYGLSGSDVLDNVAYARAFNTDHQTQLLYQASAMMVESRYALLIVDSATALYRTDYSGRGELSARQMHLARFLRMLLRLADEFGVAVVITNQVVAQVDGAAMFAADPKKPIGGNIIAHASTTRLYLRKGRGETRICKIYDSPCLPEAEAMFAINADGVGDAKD
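Test system: preformed human Rad51 ssDNA filaments; also added: Donor/quencher-labelled 47-bp dsDNA substrate; doses: 10 µM final, single point; times: 37 °C 15-min filament assembly, 30-min compound preincubation, 15-min exchange; detection: FRET fluorescence dequenching, excitation 485 nm, emission 520 nm; read-out basis: Fluorescence-based percent inhibition, control- and blank-normalised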
hK5 inh – human KLK5 protease inhibitors, primary screen, biochemical, 1536-well. Kallikrein-5 (Homo sapiens), Q9Y337. recombinant hK5, fluorogenic AMC substrate cleavage. inhibition, % at 5 µM. 210,000 compounds, 0.59% hits. AID 873, 2007;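 active = inhibition of 40% or more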;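 also: 0% = enzyme controls without compound and 100% = no-enzyme blanks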
* hit, by the source's call; nt = no result given.

smiles	TNF death inh	zVAD death inh	FXIIa inh	Thrombin inh	Hck Nef HTS	FXIa inh 1536	Cl transport mod	Rad51 HR inh	hK5 inh
CCOc1ccccc1Oc1c(C)oc2c(CN3CCN(CCO)CC3)c(O)ccc2c1=O	-0.1	0.4	-31.0	-9.9	-0.7	-15.4	nt	14.4	-49.9
O=C(CCN1CCN(CCO)CC1)Nc1ccc(C2CCCC2)cc1	3.9	1.3	5.3	-3.1	19.5	8.3	0.0045	9.7	-5.9
CCN(CC)S(=O)(=O)c1cccc(C(=O)Nc2ccc3c(c2)OCO3)c1	1.1	47.7	4.3	-11.6	22.4	-4.5	-0.314	-4.8	2.4
CN(C(=O)c1ccncc1)c1nnc(-c2ccccn2)s1	-0.6	0.2	7.8	-0.4	0.2	0.9	0.215	-9.3	-27.8
CCOC(=O)c1sc(NC(=S)n2cc(C)cn2)c(C(=O)OCC)c1C	-1.9	0.3	nt	nt	-0.9	nt	1.25	nt	nt
Cc1c(Cl)c(-c2n[nH]c(=S)n2CC(C)C)nn1C	0.5	nt	6.2	-4.0	-1.9	0.4	-0.13	nt	-10.8
CCOC(=O)C1=C(C)NC(=O)NC1C (stereo not drawn)	-0.4	1.5	-4.1	-10.4	0.9	-3.3	1.54	5.0	-2.3
Cc1ccc(N2CCN(S(=O)(=O)c3ccc(F)cc3)CC2)c(C)c1	-0.4	0.8	-1.9	-1.6	19.8	-6.1	-0.0147	-0.2	-0.5
O=C(O)C1CCCCC1C(=O)Nc1ccc2c(c1)OCCO2 (stereo not drawn)	0.4	0.2	14.6	2.0	0.9	1.5	nt	-9.0	4.0
CSc1nnc(-c2ccccc2)c(=O)[nH]1	0.6	1.4	18.4	-8.7	-2.3	0.4	nt	-1.6	-20.6
CSc1ccccc1NC(=O)c1cccnc1	-2.6	-0.3	18.2	2.1	8.3	15.0	nt	1.6	-21.6
COc1ccc(-c2c3c(nc4sc(C(=O)Nc5ccccc5)c(N)c24)CCC3)cc1	2.1	-0.3	nt	nt	10.2	nt	-1.52	3.0	nt
COC(=O)c1ccccc1Oc1ccc(NC(=O)C(C)(C)CCl)cc1	0.7	5.7	1.6	1.4	15.8	-3.6	0.0549	29.6	-11.1
O=[n+]1cc(-c2ccc(Cl)cc2)n([O-])c2c1CCCCC2	1.4	1.2	12.8	-2.6	2.8	8.1	2.19	10.6	-1.3
COc1ccc(NC(=O)CC2SC(=NCC3CCCO3)NC2=O)cc1 (stereo not drawn)	0.6	0.0	-9.6	-14.0	-2.6	-6.8	-1.12	9.1	-11.3
O=C(c1cc[n+]([O-])cc1)N1CCc2c([nH]c3ccccc23)C1c1ccccc1Cl (stereo not drawn)	2.6	0.5	10.3	6.8	14.8	3.3	0.0201	17.8	-0.1
COc1ccc(/C=N\NC(=O)CCN2CCN(c3ccccc3)CC2)cc1OC	-2.7	0.1	20.7	3.7	-0.3	4.1	-0.139	3.5	-7.6
CC(NC(=O)C1(c2cccs2)CCOCC1)c1ccccc1 (stereo not drawn)	0.2	0.6	6.8	-5.2	0.9	2.7	0.773	6.0	-1.7
O=C(CNC(=S)N(Cc1ccccc1)Cc1cccnc1)NCc1ccccc1	3.4	0.9	8.0	26.2	13.8	-4.0	-0.564	-4.0	-3.3
COCCN(C(=O)CSc1nnc(Nc2ccc(C)cc2)s1)c1c(N)n(CC(C)C)c(=O)[nH]c1=O	-0.5	1.4	2.4	-9.4	18.2	-2.8	-0.813	7.7	-2.1
C#CC(=O)N(c1ccc(OC)cc1OC)C(C(=O)NC1CCCC1)c1cccs1 (stereo not drawn)	-22.1	0.7	2.4	-7.8	18.7	-7.1	nt	10.9	-1.1
CS(=O)(=O)NNC(=O)c1csc(Cc2c(Cl)sc3ccc(Cl)cc23)n1	1.9	0.0	3.4	-4.4	17.5	-4.7	0.337	11.6	-2.2
CC(C)N1CCc2c(sc(NC(=O)c3ccc(S(=O)(=O)N4CCOCC4)cc3)c2C#N)C1	0.5	3.2	17.7	1.1	-0.8	9.9	0.215	-126.3	-0.3
COC(=O)c1cc2n(n1)CCCNC2=O	0.6	3.7	0.5	-2.1	4.0	-6.9	0.887	4.6	-21.7
CCC1(C)OC(=O)N(CCCn2ccnc2C)C1(C)O (stereo not drawn)	-1.1	-0.2	3.0	-6.1	-0.8	0.0	-0.00827	4.6	-6.5
COCCNC(=O)CCn1c(=O)oc2ccccc21	-0.1	1.8	14.6	-1.8	1.8	1.4	nt	10.7	-10.2
CC1(C)Cc2ccccc2-c2nnc(SCC(=O)N3CCc4ccccc43)n21	-0.8	-0.5	4.9	-3.3	26.3	1.3	nt	1.2	-6.3
CCOc1ccccc1NC(=O)N1CCCC1C(=O)Nc1ccc(NC(C)=O)cc1 (stereo not drawn)	-0.2	-0.4	2.1	3.6	0.7	1.9	-0.217	1.9	-12.1
COC(=O)c1cc(C(=O)NCCCN2CCOCC2)cc([N+](=O)[O-])c1	1.7	1.2	4.1	-1.2	-21.2	-1.2	0.326	-3.0	0.6
CSc1nnnn1-c1cccc(O)c1	-1.3	-0.2	-13.0	-21.1	1.4	-3.8	-0.498	4.3	-0.4
COc1ccc(S(=O)(=O)O/N=C2\CCSc3ccc(C)cc32)cc1	-7.7	0.0	13.9	2.1	-1.9	13.1	-0.278	2.0	-15.3
Cc1nc(/N=C(\N)N(C)C)[nH]c(=O)c1C	3.7	0.1	15.0	3.2	24.4	3.6	-0.189	15.5	2.9
COc1ccc(-c2nc(-c3ccccc3)c(-c3cc([N+](=O)[O-])ccc3C)[nH]2)cc1O	0.2	1.4	8.1	-0.8	-0.1	12.9	-0.467	6.9	-4.6
Cc1c(C(O)CN2CCN(Cc3ccc4c(c3)OCO4)CC2)c2ccccc2n1C (stereo not drawn)	-0.4	5.8	15.9	-20.7	1.3	-2.2	0.386	7.1	-25.4
COc1ccc(N2CC(C(=O)N/N=C/c3ccc([N+](=O)[O-])cc3)CC2=O)cc1 (stereo not drawn)	0.4	1.5	2.8	-5.7	4.9	-2.3	-0.158	4.7	-2.0
CCN(/C=N/c1sc2c(c1C#N)CCCCC2)CC	-0.6	-0.1	2.9	-1.7	-0.2	-5.9	-1.78	1.6	-10.3
CC1CCN(c2nc3c(c(=O)n(C)c(=O)n3C)n2CCSc2nc3ccccc3o2)CC1	-1.9	-0.1	-7.8	-7.4	1.2	-5.6	0.92	-0.4	-2.1
CN(C)S(=O)(=O)c1cccc(C(=O)NCCCn2ccnc2)c1	0.3	3.1	3.7	-8.1	2.5	-1.8	0.0627	1.1	-3.4
CC1CCCN(CCCNC(=O)c2cc3c(Cl)nc4ccccc4c3s2)C1 (stereo not drawn)	-4.2	49.3	8.6	1.3	10.5	-5.9	0.66	nt	nt
O=C(NCc1ccc(OC(F)(F)F)cc1)C1CC(c2c(Cl)cccc2Cl)=NO1 (stereo not drawn)	-0.8	0.5	6.9	-1.1	1.9	5.6	-0.389	-10.3	nt
COc1cc(S(=O)(=O)N2CCOCC2)ccc1NC(=O)CN1c2cccc3cccc(c23)S1(=O)=O	-3.6	0.3	-2.8	0.2	-28.9	-3.5	0.316	nt	-8.2
CCN(CC)S(=O)(=O)c1ccc(Oc2ccccc2OC)cc1	2.8	2.1	6.4	-4.7	-5.7	5.5	-0.612	11.5	-2.2
O=C(Nc1cc2ccccc2oc1=O)c1ccccc1	0.0	0.6	9.8	0.6	22.5	15.3	nt	11.8	12.3
S=c1[nH]nc(NCCc2ccccc2)s1	0.1	2.0	3.7	-2.0	19.1	-5.0	-1.55	nt	-1.8
Cc1c(-c2ccccc2)sc(N)c1C(=O)N1CCOCC1	-0.7	-0.2	17.8	1.4	0.7	0.5	0.349	-0.2	1.9
COc1ccc(CC2S/C(=N/N=C/c3ccc(O)cc3)NC2=O)cc1 (stereo not drawn)	0.9	1.1	-1.8	nt	9.6	-2.2	-0.0576	0.5	-3.8
COc1ccc(-c2cc(N)n(S(=O)(=O)c3ccc(F)cc3)n2)cc1OC	0.7	-0.1	10.7	0.1	0.2	3.1	nt	9.3	2.5
Cc1nc(N2CCC(C)CC2)c2nnn(Cc3ccccc3)c2n1	-2.6	-1.6	12.9	0.2	-3.8	5.3	-0.301	3.6	-1.6
O=S(=O)(NCc1c(Cl)cccc1Oc1ccccc1)c1ccc(F)cc1	0.4	0.7	14.5	5.1	-5.9	13.0	-0.732	7.9	6.9
CNc1nc(C)nc(-n2nc(C)cc2C)n1	-1.7	-0.1	6.0	-2.0	0.7	0.4	0.368	1.6	1.6

(cont.)
smiles	TNF death inh	zVAD death inh	FXIIa inh	Thrombin inh	Hck Nef HTS	FXIa inh 1536	Cl transport mod	Rad51 HR inh	hK5 inh
Cc1ccccc1NC(=O)Cc1nnc(N)s1	1.9	1.6	5.3	0.9	9.7	5.3	0.428	-0.6	7.8
CN(C)c1ccc(/C=N/NC(=O)CN(c2ccccc2Cl)S(C)(=O)=O)cc1Br	-0.6	6.9	8.9	0.4	0.8	-1.0	-0.819	-3.3	-11.4
Cc1ccc(C)n1-c1ncc(Br)cn1	-0.1	0.5	-9.4	-1.1	3.7	-6.0	-0.107	-1.3	-23.5
COC(=O)c1ccc(Sc2ccccc2NS(=O)(=O)c2ccc(OC)cc2)nc1	-3.0	-0.2	14.1	5.6	1.7	0.5	nt	-0.6	2.0
O=C(/C=C/c1ccccc1)N1CCCN(C(=O)/C=C/c2ccccc2)CC1	-2.4	0.6	8.8	-4.4	-0.1	-7.2	-0.0103	-0.3	1.1
CCN(CC)S(=O)(=O)c1ccc(Cl)c(NC(C)=O)c1	0.3	-0.3	2.5	-5.6	1.8	-9.4	0.757	12.4	-13.9
N/C(=N\OC(=O)C12CC3CC(CC(C3)C1)C2)c1ccccn1	1.9	0.1	6.5	-9.8	2.6	1.7	1.86	1.4	-19.9
COc1cc(NC(=S)NN2CCOCC2)cc(OC)c1	-1.3	-0.2	nt	nt	-0.6	nt	0.15	2.0	nt
CC1CCC/C(=C\Nc2ccccc2C(=O)O)C1=O (stereo not drawn)	2.2	-0.2	20.7	2.7	-1.2	4.7	-0.443	-3.4	-4.8

A portion of the library, so the mix of outcomes need not match the whole.
